human PMI inhibitors – human PMI inhibitors, high substrate, primary screen, biochemical, fluorescence intensity, high mannose 6-phosphate (AID 1220) | inhibition, % at 20 µM; hits with a dose series show IC50 in µM | hit rate 0.66% among 190,000 | recombinant PMI enzyme, coupled fluorescence intensity; higher % means a stronger effect; in the data active = inhibition above about 50%
M17LAP inhibition – P. falciparum M17LAP inhibitors, primary screen, biochemical, fluorogenic H-Leu-NHMec substrate, 1536-well (AID 1619); recombinant M17LAP, H-Leu-NHMec fluorogenic kinetic assay; higher % means a stronger effect; one-dose inhibition, % at 30 µM; IC50 in µM for titrated hits; hit rate 0.38% among 220,000;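 active = compound inhibiting the enzyme by more than half at any dose during confirmatory dose-response retesting; inconclusive = strong single-dose inhibitors picked by rank but not retested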;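 note: plate controls were full reaction with DMSO carrier for no effect and no enzyme background for full effect; strong numbers were not always called active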
XIAP antagonists – XIAP antagonists, biochemical, IAP family, fluorescence polarization (AID 1018) | XIAP BIR domain, fluorescence polarization peptide displacement; higher % means a stronger effect | displacement, % at 20 µM, or IC50 in µM where a hit was titrated | hit rate 0.007% among 200,000; in the data active = displacement above about 50%; note: a part of the inactive calls stands beside numbers as strong as those of hits
Siah-1 displacement – blockers of Siah-1 interaction with plectin peptide – biochemical, fluorescence polarization, rhodamine-plectin, uHTS, primary screen (AID 1817); Siah-1 / rhodamine-plectin peptide fluorescence polarization; higher % means a stronger effect; displacement, % at 20 µM, or IC50 in µM where a hit was titrated; hit rate 0.02% among 290,000;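 active = displacement of at least 50% at 20 µM, with a fluorescence ratio check between 0.3 and a set limit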;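 note: plate controls were Siah plus tracer with DMSO for no effect and tracer alone without Siah for full effect; strong numbers were not always called active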
Yfh1-off respiration – mitochondrial function rescue without frataxin homolog – Friedreich's ataxia, plus single-dose screen, dose response (AID 1465); S. cerevisiae Yfh1-off respiration, WST-1 reduction, 72 h; higher fold induction means a stronger effect; fold induction at 50 µM, or EC50 in µM where a hit was titrated; hit rate 0.074% among 220,000;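 active = fold induction of absorbance versus untreated yeast above a set limit, then at least 30% activation at any dose in follow-up; inconclusive = repeats straddling the limit, or above it without dose testing; inactive = fold induction below the set limit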;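 note: activators that raise dye reduction in frataxin-depleted yeast; strong numbers were not always called active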
PhoP inhibition – inhibitors of PhoP regulon expression, primary screen, Salmonella Typhimurium, GFP reporter (AID 1863) | one-dose inhibition, % at 50 µM; IC50 in µM for titrated hits | S. Typhimurium PhoP-regulated promoter GFP reporter, 4 h; higher % means a stronger effect | hit rate 0.16% among 300,000;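 active = inhibition over 29.93%, a cutoff 3 SD above the screen mean, later confirmed by dose response; inconclusive = inhibition over 29.93% but no dose response follow-up; inactive = inhibition at most 29.93% or unconfirmed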;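 note: 0% = low Mg2+ inducing control and 100% = high Mg2+ repressing control; strong numbers were not always called active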
ER stress rescue – rescue of cells from ER stress-induced death, primary screen, 384-well, CSM14.1, thapsigargin, ATP luminescence (AID 1222); CSM14.1 thapsigargin-induced death rescue, ATP luminescence; higher % means a stronger effect; one-dose cellular ATP content (survival), % at 20 µM; EC50 in µM for titrated hits; 190,000 tested, under 10 active;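 active = EC50 below 50 µM in the dose-response confirmation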;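 note: death triggered by thapsigargin at about 15 µM added after 2 h compound pretreatment; cell ATP read after overnight thapsigargin exposure of roughly 18 to 22 hours; normalized against plate controls of thapsigargin alone and 5% DMSO vehicle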
West Nile antiviral – West Nile virus antiviral activity, cell-based, CPE readout (AID 1621) | West Nile virus-infected cells, CPE inhibition; higher % means a stronger effect | CPE inhibition, % at 10 µM; hits with a dose series show IC50 in µM | hit rate 0.02% among 290,000; in the data active = a potency from the dose series; inconclusive = CPE inhibition mostly from about 3.7% at the one dose, without a potency; inactive = the rest, 99 in 100 with CPE inhibition below about 2.2%; note: strong numbers were not always called active
P. falciparum M1AAP – P. falciparum M1AAP inhibitors, biochemical, fluorogenic H-Leu-NHMec substrate, 1536-well (AID 1445). hit rate 0.42% among 220,000. recombinant M1AAP, H-Leu-NHMec fluorogenic kinetic assay; higher % means a stronger effect. one-dose inhibition, % at 30 µM; IC50 in µM for titrated hits;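 active = primary inhibition above the hit cutoff, then over 50% inhibition at one or more dose response concentrations, cut at about 23% in these data, passing the limit was not always enough; inconclusive = conflicting primary data, or primary hits not chosen for dose response; inactive = low primary inhibition, or under 50% at every dose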;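 note: plate controls were DMSO full reaction for no effect and no enzyme background for full effect; strong numbers were not always called active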
Starred values were filed as active, the others as inactive; i = inactive; ? = inconclusive; / = not tested or not shown. Random draw from the library (roughly 1.6% active in at least one column).

SMILES | human PMI inhibitors | M17LAP inhibition | XIAP antagonists | Siah-1 displacement | Yfh1-off respiration | PhoP inhibition | ER stress rescue | West Nile antiviral | P. falciparum M1AAP
COC(=O)c1cc(S(=O)(=O)NC2CCN(Cc3ccccc3)CC2)cn1C | 11% | -2% | -1.2% | -6% | i | 10% | 4.1% | -0.2% | -3%
CCc1nn2c(N(C)CCO)cc(C)nc2c1-c1ccc(F)cc1 | 2% | 19% | -6.3% | -3% | i | -1% | 1.6% | -0.2% | 4%
CN(C)c1nn(C(=O)Nc2cccc(C(F)(F)F)c2)cc1-c1ccccc1 | -5% | -4% | -4.8% | 2% | i | 0% | -1.7% | ? | 5%
Clc1ccc(CNc2cnccn2)cc1 | 0% | -55% | -7.5% | 5% | i | 6% | 23% | -0.1% | 3%
CCC(=O)Nc1ccccc1C(=O)NC1CCCCC1 | 6% | -3% | -4.6% | 0% | i | 0% | -1.2% | 0.1% | 4%
Nc1ccc2c(C(F)(F)F)cc(C(F)(F)F)nc2n1 | 54%* | -78% | -7.7% | 1% | i | -1% | 0.2% | 0.1% | 11%
O=C(CC1SC(=NCC2CCCO2)NC1=O)Nc1cccc2ccccc12 (stereo unspecified) | -5% | 0% | -4.6% | 6% | i | -8% | -1.9% | 0.0% | -4%
CCC1(C)NC(=O)N(CC(=O)N2N=C(c3ccccc3)CC2c2ccc(OC)cc2)C1=O (stereo unspecified) | 18% | 7% | -13% | 8% | i | -6% | -1.5% | -0.6% | 17%
CC(C)OC(=O)c1nnn(-c2nonc2N)c1CSc1ccccn1 | 5% | 0% | -3.2% | -3% | i | -5% | -1.7% | -0.1% | 4%
Cn1nc([N+](=O)[O-])nc1Oc1ccccc1N | 0% | 4% | -5.4% | -1% | i | -12% | -1.4% | -0.3% | 4%
CC[n+]1c(-c2ccc(C)cc2)csc1Nc1c(C)n(C)n(-c2ccccc2)c1=O | -7% | 31% | -0.2% | 3% | i | 8% | -1.6% | ? | 8%
CCc1nnc(NC(=O)CCC(=O)N2CCN(C3CCCCC3)CC2)s1 | 6% | 8% | -0.5% | -4% | i | 6% | 1.7% | 0.7% | 11%
COc1ccccc1NC(=O)CCC(=O)Nc1ccccc1OC | -6% | -1% | -11% | 3% | i | 2% | 1.8% | -0.2% | 1%
C=CCOCCN(CCOCC=C)C1=NS(=O)(=O)c2ccccc21 | -4% | -9% | -4.3% | 0% | i | -3% | 2.8% | 0.8% | 2%
CCCCCc1nc2c(c(=O)c3ccccc3n2C)c(=O)n1Cc1ccc(OC)cc1 | / | 2% | / | 12% | i | -6% | / | -0.9% | -1%
Cc1[nH]c2ccccc2c1C(=O)CSc1nc2ccccc2c(=O)n1CCCN1CCOCC1 | 1% | -1% | -21% | 3% | i | -3% | -4.6% | 0.4% | 8%
Cc1ccc(SCc2c(C#N)c3ccccc3n2C)cc1 | -2% | 3% | -5.7% | -1% | i | 1% | 0.7% | -0.2% | 7%
CCC(=O)Nc1cc(C)c(NC(=O)c2ccco2)cn1 | 3% | -12% | -4.5% | -5% | i | 12% | -2.5% | 0.5% | -5%
CC1(C)CC(=O)C(N=Nc2c(F)cccc2F)=C(O)C1 | / | 1% | / | 17% | i | -9% | / | 0.3% | 9%
CCOC(=O)c1[nH]c(C)c(C(=O)NCC2CCCO2)c1C (stereo unspecified) | -6% | 20% | -5.7% | 0% | i | -7% | -0.6% | 0.1% | 6%
Cc1ccc(C2C(C(=O)c3ccco3)=C(O)C(=O)N2c2ncccn2)cc1 (stereo unspecified) | / | 4% | / | 2% | i | -4% | / | -0.1% | 2%
C=CC[N+](C)(C)CC(=O)OCc1ccccc1 | 6% | 2% | -3.0% | 20% | i | 5% | -2.8% | -0.1% | -6%
COc1ccccc1NC(=O)C1=C(C)NC2=C(C(=O)CCC2)C1c1ccc2c(c1)OCO2 (stereo unspecified) | 8% | 9% | -14% | 6% | i | 2% | -1.0% | 1.2% | 11%
C/C=N\NC(=O)COc1cc(C)ccc1C | 0% | -2% | -4.0% | 14% | i | 6% | -1.3% | -0.1% | 0%
CN(C)S(=O)(=O)c1ccc(C(=O)OCC(=O)NCc2ccccc2)cc1 | -5% | -6% | -6.0% | 5% | i | 1% | 2.0% | -0.4% | 3%

Whole records from above. Order of values: human PMI inhibitors	M17LAP inhibition	XIAP antagonists	Siah-1 displacement	Yfh1-off respiration	PhoP inhibition	ER stress rescue	West Nile antiviral	P. falciparum M1AAP
Shown for O=C(CC1SC(=NCC2CCCO2)NC1=O)Nc1cccc2ccccc12 (stereo unspecified) : -5%	0%	-4.6%	6%	i	-8%	-1.9%	0.0%	-4%
Shown for CCOC(=O)c1[nH]c(C)c(C(=O)NCC2CCCO2)c1C (stereo unspecified) : -6%	20%	-5.7%	0%	i	-7%	-0.6%	0.1%	6%

Laid out differently: entries from further up
| SMILES | human PMI inhibitors | M17LAP inhibition | XIAP antagonists | Siah-1 displacement | Yfh1-off respiration | PhoP inhibition | ER stress rescue | West Nile antiviral | P. falciparum M1AAP |
| --- | --- | --- | --- | --- | --- | --- | --- | --- | --- |
| COC(=O)c1cc(S(=O)(=O)NC2CCN(Cc3ccccc3)CC2)cn1C | 11% | -2% | -1.2% | -6% | i | 10% | 4.1% | -0.2% | -3% |
| Cn1nc([N+](=O)[O-])nc1Oc1ccccc1N | 0% | 4% | -5.4% | -1% | i | -12% | -1.4% | -0.3% | 4% |
| Cc1[nH]c2ccccc2c1C(=O)CSc1nc2ccccc2c(=O)n1CCCN1CCOCC1 | 1% | -1% | -21% | 3% | i | -3% | -4.6% | 0.4% | 8% |
| C/C=N\NC(=O)COc1cc(C)ccc1C | 0% | -2% | -4.0% | 14% | i | 6% | -1.3% | -0.1% | 0% |
| C=CC[N+](C)(C)CC(=O)OCc1ccccc1 | 6% | 2% | -3.0% | 20% | i | 5% | -2.8% | -0.1% | -6% |

Continued.
SMILES | human PMI inhibitors | M17LAP inhibition | XIAP antagonists | Siah-1 displacement | Yfh1-off respiration | PhoP inhibition | ER stress rescue | West Nile antiviral | P. falciparum M1AAP
Cc1cc(N2CCCCC2)c(F)cc1[N+](=O)[O-] | 9% | -7% | -2.9% | -3% | i | -8% | -2.1% | 0.4% | 16%
O=C(CSc1ccc2nnc(-c3ccncc3)n2n1)Nc1nccs1 | -15% | 2% | -13% | 0% | i | -8% | 0.8% | 2.4% | 1%
Cc1cccc(OC(=O)Cn2c(C(F)(F)F)nc3ccccc32)c1 | 12% | -2% | -6.2% | 0% | / | 1% | -1.1% | / | 9%
CCOc1ccsc1C(=O)O | / | -4% | / | 6% | i | -15% | / | 0.0% | 2%
Cc1ccc(SCc2cn3cccnc3n2)cc1 | 10% | -2% | -3.0% | -2% | i | -5% | -1.4% | 0.1% | 3%
O=C(NC1(O)C(=O)c2ccccc2C1=O)c1ccc(C(F)(F)F)cc1 | / | 1% | / | -1% | i | -3% | / | -0.1% | 2%
CC(=O)Oc1ccc2c(=O)c(Oc3ccccc3[N+](=O)[O-])coc2c1 | -1% | 3% | 1.7% | 7% | i | -11% | 0.1% | 0.0% | 1%
Cn1c(SCc2cccc([N+](=O)[O-])c2)nc2c(c1=O)SCC2 | 0% | 13% | -0.8% | -9% | i | -12% | / | -1.6% | 10%
O=S(=O)(NCC(c1ccco1)N1CCN(c2ccc(F)cc2)CC1)c1ccc(F)cc1 (stereo unspecified) | 1% | 6% | -8.1% | -8% | i | 1% | -0.8% | -1.2% | 1%
Cc1onc(-c2ccccc2)c1C(=O)Nc1nc2c(s1)CCCC2 | 15% | 0% | -0.8% | 13% | i | 0% | -3.3% | -0.6% | 7%
O=C(CC(=O)NC1CCCCC1)N/N=C/c1ccccc1Cl | -12% | 6% | -1.1% | 10% | i | 5% | 1.3% | 0.0% | 4%
CCOC(=O)C1CCN(C2CC(=O)N(c3ccc(OCC)cc3)C2=O)CC1 (stereo unspecified) | -6% | 4% | -6.7% | 10% | i | -8% | -2.0% | 0.5% | 5%
CCCCNC(=O)/C(C#N)=c1\s/c(=C\c2ccccc2OC(F)F)c(=O)n1CCCOC | 3% | -7% | -37% | 1% | i | -26% | -0.6% | -0.5% | 12%
O=C1c2ccccc2C(=O)N1CCOCCN1C(=O)c2ccccc2C1=O | -1% | 3% | -0.4% | 0% | i | 2% | 1.1% | 0.6% | -1%
COc1ccc(/C=N/Nc2ccccc2C(=O)O)cc1Cn1cc([N+](=O)[O-])cn1 | / | 2% | / | 1% | i | -4% | / | 2.4% | 5%
O=C(Nc1ccc(OCC(=O)N2CCC(Cc3ccccc3)CC2)cc1)c1ccco1 | -4% | -3% | -5.5% | -3% | i | 2% | 1.8% | -1.0% | 6%
CCOC(=O)c1cc(C(=O)c2cc(F)ccc2O)coc1=N | 8% | 31% | -0.7% | -1% | / | -1% | -1.0% | / | 5%
O=C(NCc1ccco1)c1cccc2ccccc12 | 12% | 3% | -0.6% | 2% | i | -9% | -2.0% | 0.7% | 4%
COc1ccccc1C(=O)NN1C(=O)/C(=C/c2cccn2C)SC1=S | / | 17% | / | -8% | i | -15% | / | 0.2% | 15%
CC(C)(C)OC(=O)N1CCC(C(=O)N[C@@H](Cc2ccccc2)C(=O)O)(c2ccccc2)CC1 | -2% | 3% | 1.2% | 6% | i | 6% | -2.4% | -0.5% | -3%
CC(C)Nc1nc(NC(C)C)nc(C(=O)OCCO)n1 | -5% | 2% | -3.0% | 3% | i | 9% | -1.2% | 0.2% | -9%
COC(=O)c1nn(-c2c(C)n(C)n(-c3ccccc3)c2=O)cc1O | 10% | -5% | -4.9% | 1% | i | 3% | 2.2% | -0.2% | 0%
CCCC(=O)c1ccc(N2CCN(C(=O)c3ccccc3Br)CC2)c(F)c1 | 11% | 2% | -6.1% | -1% | i | 3% | 7.4% | 2.9% | 2%
Cc1ccccc1OC(C)c1nc(-c2ccccc2)no1 (stereo unspecified) | 3% | 0% | -4.7% | -2% | i | 0% | / | 0.0% | -3%
Cc1ccc(CNC(=O)C(Cc2ccccc2)NS(=O)(=O)c2ccc3c(c2)CCC(=O)N3)cc1 (stereo unspecified) | -4% | -6% | -18% | 2% | i | -6% | 2.0% | -0.1% | 3%
Cc1csc(NC(=O)CCn2c(=O)oc3ccccc32)n1 | 0% | -6% | 0.3% | 7% | i | 13% | 0.0% | 0.0% | 0%
CSc1cccc(NC(=O)CCNC(=O)c2ccco2)c1 | -3% | 4% | -6.0% | 5% | i | -9% | 2.0% | 0.3% | 0%
Cn1nc(C(=O)NCc2ccco2)c2ccccc2c1=O | -7% | 13% | -5.3% | -8% | i | 16% | -8.0% | 0.0% | -7%
Cc1cccc(OCC(=O)N2CCOCC2)c1 | -9% | 4% | -2.9% | 3% | i | -3% | 0.7% | 0.1% | 3%
